# Mito fusion act: inhibitors of mitochondrial division or activators of mitochondrial fusion | S. cerevisiae fusion-defective mutant growth rescue, CellTiterGlo 48 h | Potency, µM (doses to about 46.1 µM), inactives show top-dose growth rescue (activation), usual class: activators | hit rate 0.23% among 320,000 | AID 485298;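 also: potency is read from the fitted curve at half-maximal effect; % of control where 0% means no effect; nearly all actives have a fitted effect of over 45% in size; temperature-sensitive fusion mutants such as fzo1-1 at 37 °C on non-fermentable ethanol glycerol medium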
#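 Temperature-sensitive fusion-defective S. cerevisiae (e.g. fzo1-1, mgm1-5) were grown with compound in YPEG medium (3% ethanol, 3% glycerol) for 48 hours at 37C. Growth rescue was measured as viability by CellTiterGlo luminescence after 10 minutes at ambient.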
# TSHR antagonist: antagonists of human thyroid stimulating hormone receptor | TSHR-expressing cells, TSH-stimulated cAMP HTRF, 2 h; active compounds read low | activity change, negative = inhibition, % at 11.5 µM | hit rate 0.2% among 330,000;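 active = activity change below a set negative limit, meaning inhibition stronger than a set level, cut at about -70% in these data; inconclusive = activity change between two set negative limits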; also: % is scaled to controls: 0 for no effect and ±100 for the full control effect
#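 TSHR-expressing cells, 200/well, pre-treated with compound, then stimulated with EC80 TSH (4nM final) for 2 hours at 37 deg C. cAMP measured by competitive HTRF: anti-cAMP cryptate antibody in lysis buffer plus cAMP-d2, read after 30 minutes at room temperature.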
# BCR signal inh: chronic active BCR signaling inhibition. ABC-DLBCL IkBa-CBG/CBR reporter, luminescence ratio, 4 h. Potency, µM (titrated, usually from 46.1 µM), for the others: at the top dose ratio change, negative = lower green/red ratio, hits mostly inhibitors. hit rate 0.05% among 340,000; active = well fitted inhibition curve with a large enough effect in the signal ratio, with a control signal flat, not every such curve was filed as active; inconclusive = small, poorly fitted or top-dose-only effect, or effect the other way, or a change in a side signal; the % refers to the signal ratio;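 also: potency is read from the fitted curve at half-maximal effect; plate controls were basal doxycycline-induced cells for no effect and cells given 10 µM MG132 for full effect; MG132 reads +100%, hits lower the ratio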
#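 TMD8 ABC-DLBCL cells carrying doxycycline-inducible green luciferase fused to IkappaBalpha plus unfused red luciferase were exposed to compounds (up to 46 uM) for 4 hrs at 37C. Activity came from the overlap-corrected green/red luminescence ratio.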
# PKM2 act: increases activity of human pyruvate kinase M2; Potency, µM (titrated, usually from 57.5 µM), without a hit: at the top dose activation, actives largely listed as activators; P14618; purified PKM2, Kinase-Glo ATP luminescence, activation; response scale: 0% is enzyme alone, no compound; hit rate 0.34% among 260,000; also: potency is read from the fitted curve at half-maximal effect; % is scaled to controls: 0 for no effect and ±100 for the full control effect; nearly all actives have a fitted effect of over 55% in size
#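 Purified hPK-M2 (>95%) run at intermediate activity with 0.1 mM ADP and 0.5 mM PEP in 50 mM imidazole pH 7.2, KCl, MgCl2; 1 h room temperature. ATP formed read by Kinase-Glo luminescence; normalized to uninhibited and no-enzyme controls.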
# hERG WT inh: blocks the wildtype human KCNH2 potassium channel; hit rate 0.37% among 340,000; Q12809; activity change, % at 1.84 µM; U2OS, BacMam KCNH2, thallium flux FluxOr; active compounds read low; AID 720551;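 active = maximum activity change below -70%; inconclusive = maximum activity change between -70% and -50%; inactive = maximum activity change above -50%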; also: % is scaled to controls: 0 for no effect and ±100 for the full control effect
#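 U2OS cells were transduced with wild-type KCNH2 virus (2.03 x 10^8 / mL) for 4 h at room temperature, then cultured overnight at 37 C. Thallium flux was read with FluxOr dye. Rate constants were normalized to DMSO controls.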
# Menin MLL FP TR: inhibitors of human menin-MLL interaction, mutant MLL peptide; O00255; Menin + Texas Red MLL mutant peptide, fluorescence polarization; Potency, µM (series often up to 61.6 µM), without a hit: top-dose FP activity change, negative = inhibition, usual class: inhibitors; hit rate 0.23% among 270,000; AID 1768; active = well fitted inhibition curve with a large enough effect in the polarisation, with a control signal flat, not every such curve was filed as active; inconclusive = small, poorly fitted or top-dose-only effect, or effect the other way, or a change in a side signal; inactive = no such curve, though single readings can be large or run the other way; the % refers to the polarisation; also: potency is read from the fitted curve at half-maximal effect; % of control where 0% means no effect; many of its hits are not listed in these tables
# Target sequence (O00255 whole entry, looked up): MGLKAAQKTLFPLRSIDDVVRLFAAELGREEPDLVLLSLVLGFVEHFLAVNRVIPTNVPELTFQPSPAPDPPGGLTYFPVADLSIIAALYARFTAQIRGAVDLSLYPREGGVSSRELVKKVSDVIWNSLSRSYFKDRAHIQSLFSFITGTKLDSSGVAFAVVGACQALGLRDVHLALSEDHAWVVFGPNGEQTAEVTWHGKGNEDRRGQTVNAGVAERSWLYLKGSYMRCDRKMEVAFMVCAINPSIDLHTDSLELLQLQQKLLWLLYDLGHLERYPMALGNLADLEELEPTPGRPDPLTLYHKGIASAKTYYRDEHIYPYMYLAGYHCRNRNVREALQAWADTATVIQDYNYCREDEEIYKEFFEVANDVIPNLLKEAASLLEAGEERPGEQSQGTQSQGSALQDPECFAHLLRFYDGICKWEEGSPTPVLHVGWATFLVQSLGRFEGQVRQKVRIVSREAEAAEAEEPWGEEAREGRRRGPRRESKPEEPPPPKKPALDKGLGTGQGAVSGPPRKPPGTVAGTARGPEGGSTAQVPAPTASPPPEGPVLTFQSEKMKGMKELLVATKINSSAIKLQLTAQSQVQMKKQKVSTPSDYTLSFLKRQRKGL
# ASM inhibitor: human S-ASM enzyme inhibition. P17405. placental ASM, HMU-PC fluorogenic substrate, 60 min. Potency, µM (top dose mostly 57.5 µM), for inactives: top-dose activity change, negative = inhibition, hits mostly inhibitors. hit rate 0.006% among 340,000. AID 504937; also: potency is read from the fitted curve at half-maximal effect
#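 Fluorogenic HMU-PC substrate (9 uM final) is turned over by placental ASM in 60 min at 37 C after a 10 min compound preincubation. Reaction ended by alkaline stop (pH 10), with fluorescence read at 386/447 nm.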
# Eya2 phos inh: inhibitors of human Eya2 phosphatase activity. recombinant Eya2, OMFP fluorescence dephosphorylation (OMFP is methylfluorescein phosphate). hit rate 0.006% among 330,000. Potency, µM (doses to about 76.9 µM), for the others: at the top dose activity, negative = inhibition, most hits filed as inhibitors; also: potency is read from the fitted curve at half-maximal effect; % is scaled to controls: 0 for no effect and ±100 for the full control effect
#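 Eya2 (0.2 uM) preincubated 10 min at ambient with compound, then OMFP substrate added at 50 uM; 10 min reaction in 50 mM HEPES pH 7.5, 50 mM NaCl, 5 uM MgCl2, 0.05% BSA, 1 mM DTT. Fluorescence read at Ex 485/Em 525 nm.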
# GALK inh: blocks human galactokinase activity; P51570; Purified GALK, Kinase-Glo residual ATP luminescence; Potency, µM (titrated, usually from 57.5 µM), without a hit: at the top dose activity change, negative = inhibition, actives largely listed as inhibitors; hit rate 0.007% among 270,000; also: potency is read from the fitted curve at half-maximal effect; % is scaled to controls: 0 for no effect and ±100 for the full control effect
#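 Luminescence from leftover ATP (Ultra-Glo luciferase/luciferin) served as read-out after a 1 h room-temperature reaction of 5 nM GALK with 35 uM ATP and 100 uM galactose.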
# MBNL1 CUG block: MBNL1-poly(CUG) RNA binding inhibition | Q9NR56 | TR-FRET MBNL1-His/biotin-(CUG)12 binding, 665/545 ratio | Potency, µM (top dose mostly 57.5 µM), for inactives: at the top dose activity change, negative = inhibition, actives largely listed as inhibitors | hit rate 0.036% among 280,000 | AID 2675; active = well fitted inhibition curve with a large enough effect in the signal ratio, with a control signal flat, not every such curve was filed as active; inconclusive = small, poorly fitted or top-dose-only effect, or effect the other way, or a change in a side signal; inactive = no such curve, though single readings can be large or run the other way; the % refers to the signal ratio; also: potency is read from the fitted curve at half-maximal effect; % is scaled to controls: 0 for no effect and ±100 for the full control effect
# Target sequence (Q9NR56 whole entry, looked up): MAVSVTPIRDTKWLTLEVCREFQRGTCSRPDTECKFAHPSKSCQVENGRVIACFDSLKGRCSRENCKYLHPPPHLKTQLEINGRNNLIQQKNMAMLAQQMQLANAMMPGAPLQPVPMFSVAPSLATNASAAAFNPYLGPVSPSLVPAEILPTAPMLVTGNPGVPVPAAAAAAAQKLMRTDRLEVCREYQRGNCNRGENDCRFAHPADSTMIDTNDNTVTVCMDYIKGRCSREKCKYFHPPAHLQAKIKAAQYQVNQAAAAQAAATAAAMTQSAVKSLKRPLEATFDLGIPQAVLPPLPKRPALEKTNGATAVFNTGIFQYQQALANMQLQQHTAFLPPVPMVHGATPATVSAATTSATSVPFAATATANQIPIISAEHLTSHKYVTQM
#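 Ratiometric TR-FRET (665 over 545 nm, excitation 340 nm) tracks disruption of MBNL1-His/biotin-(CUG)12 complex after 60 min at room temperature, with compounds at 92 nM to 58 uM final.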
# USP2a inh: USP2a (human) protease inhibition; O75604; USP2 core, Ub-CHOP2 coupled fluorogenic reporter, 485/531; Potency, µM (highest dose often 38.3 µM), for the others: at the highest dose activity change, negative = inhibition, most hits filed as inhibitors; hit rate 0.01% among 330,000; AID 463254;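 also: potency is read from the fitted curve at half-maximal effect; plate controls were DMSO wells for no effect and full inhibition by NEM control for full effect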
#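 Deubiquitinase activity read as fluorescence (485/531 nm) after Ub-CHOP2 cleavage activates the enterokinase reporter on its substrate; USP2 core 10nM, Ub-CHOP2 and substrate 25nM each, 30min compound preincubation then 60min RT; data normalized to NEM, curves fitted.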
# Numbers without * were called inactive; ? = inconclusive; nt = not tested or not shown; [ ] = dose if it differs, or a comment. Unless noted, calls follow the shape of the dose curve; as a rule, active = well fitted curve in the direction sought with a large enough effect; inconclusive = small, poorly fitted or top-dose-only effect, or another doubt; inactive = no such curve, though single readings can be large; an effect the other way counts as inactive or inconclusive.
Structure	Mito fusion act	TSHR antagonist	BCR signal inh	PKM2 act	hERG WT inh	Menin MLL FP TR	ASM inhibitor	Eya2 phos inh	GALK inh	MBNL1 CUG block	USP2a inh
CCOC(=O)n1c(=O)n(C)c2ccc(Br)cc21	?	-8	-2%	9%	-4	-1%	0%	-16%	1%	nt	4%
O=C1CSC(=Nc2cccc([N+](=O)[O-])c2)N1	8%	-4	0%	nt	1	26%	9%	13%	1%	?	1%
O=C(O)CCCC(=O)Nc1cccc(C(=O)Nc2ccccc2C(=O)O)c1	4%	12	?	-20%	10	-18%	4%	-4%	-1%	-5%	4%
Cc1sc2nc(CSCC(=O)N(CCC#N)c3ccccc3F)[nH]c(=O)c2c1C	-3%	4	2%	nt	-3	nt	-1%	16%	nt	nt	0%
COc1ccc(S(=O)(=O)N2CCOCC2)cc1NC(=O)CN1CCCCCC1	8%	5	-5%	3%	5	-3%	2%	-9%	3%	-2%	-11%
O=C1/C(=C\c2ccc(O)c(O)c2)N=C2CCCCCN12	1%	-2	?	17%	8	nt	-14%	-10%	-1%	?	9%
COc1cc(C)c(CNc2cccc(C)c2)cc1C	13%	-3	?	1%	7	2%	0%	-4%	5%	5%	6%
Cc1cc(C)n2nc(C(=O)Nc3nccs3)nc2n1	0%	-2	4%	-5%	-4	-24%	0%	-7%	0%	5%	0%
Cc1ccc(CNc2ccc(CNc3ncn[nH]3)cc2)cc1	2%	-6	-27%	2%	-10	0%	-2%	23%	0%	-3%	4%
COC(=O)C(Cc1cnc(Cl)s1)(C(=O)OC)c1ccccc1[N+](=O)[O-]	4%	-7	-8%	-2%	-7	-4%	0%	9%	-4%	11%	1%
CCCN=C1N(C)C[C@@H]2[C@@H]3C(=O)N(C)C(=O)[C@@H]3[C@](Cc3ccccc3)(C(=O)OC)N12	nt	-7	2%	nt	-1	nt	9%	0%	nt	nt	-2%
Cc1nn(CC(=O)NCc2ccccc2)c(=O)c2ccccc12	1%	-7	-1%	-2%	-2	7%	1%	8%	0%	14%	2%
CCOc1ccc(NC(=O)CSc2nnc(C)n2CC2CCCO2)cc1 (configuration not stated)	1%	-5	?	3%	-11	nt	2%	0%	-2%	1%	3%
Cc1cc(C)cc(OCC(=O)O/N=C(\N)Cc2ccc([N+](=O)[O-])cc2)c1	3%	9	?	-7%	-3	nt	0%	-1%	nt	-9%	-4%
O=C(COC(=O)c1cccs1)Nc1ccc(S(=O)(=O)N2CCOCC2)cc1	-1%	2	1%	1%	1	-1%	-2%	-5%	-4%	-10%	4%
C/C(=N\OC(=O)Nc1ccc(Cl)cc1)c1ncc(C(F)(F)F)cc1N1CCOCC1	4%	-4	?	1%	-4	nt	-3%	-34%	-1%	-4%	-1%
O=C(CN1CCS(=O)(=O)CC1)N/N=C/c1cccc(C(F)(F)F)c1	2%	-1	-5%	0%	-14	11%	5%	9%	6%	9%	-2%
CC1CCN(c2c(NCC3CCC(C(=O)NCCCc4ccccc4)CC3)c(=O)c2=O)CC1 (configuration not stated)	1%	-7	?	-5%	-6	nt	6%	-26%	-2%	-4%	6%
O=C(CCc1ccccc1)NNC(=O)COc1ccccc1Cl	-5%	-4	10%	nt	1	-7%	3%	-1%	-1%	?	-1%
CC(=O)Nc1ccc(-n2c(=O)c3ccccc3c3ccccc3c2=O)cc1	-1%	-6	-3%	12%	-17	16%	8%	-8%	-1%	6%	6%
O=C(O)c1ccc(N/N=C/c2ccc(F)c(F)c2)cc1	5%	-9	?	3%	-13	0%	-3%	-1%	-3%	?	1%
C/C(N)=C(/C#N)C(=O)COC(=O)c1ccncc1	0%	7	0%	-1%	4	4%	8%	-9%	0%	8%	3%
Cc1ccc(NC(=O)C2Cc3ccccc3C(=O)O2)cc1 (configuration not stated)	-2%	-7	-7%	-5%	4	15%	-1%	2%	-2%	-5%	8%
COC(CNC(=O)c1cn(C)c2ccc(S(=O)(=O)N3CCOCC3)cc2c1=O)OC	1%	-118*	-4%	nt	5	nt	2%	4%	-4%	5%	0%
Cc1ccccc1N(C)S(=O)(=O)c1nnc(NC(=O)c2ccco2)s1	28%	-5	16%	nt	-3	?	2%	-6%	2%	16%	0%
CN1/C(=C/C2CC(=O)N(c3ccc([N+](=O)[O-])cc3)C2=O)C(C)(C)c2ccccc21 (configuration not stated)	9%	6	8%	17%	-6	?	-5%	1%	-1%	17%	1%
COCCNC(=O)CCCn1c(=O)c2cc(OC)c(OC)cc2n(CC(=O)c2ccccc2)c1=O	5%	5	5%	-2%	0	0%	-4%	8%	11%	nt	1%
CCOc1ncccc1C(=O)OCC(=O)Nc1ccc(S(=O)(=O)N2CCOCC2)cc1	0%	-4	13%	22%	-2	54%[activator]	0%	7%	0%	6%	4%
O=C(Cn1cnc2c(oc3nc4c(cc32)CCCC4)c1=O)Nc1cccc(Cl)c1	1%	4	0%	nt	-7	nt	20%	-15%	-9%	2%	2%
C=CCN(Cc1ccc(OC)c(OC)c1)C(=O)N1CCOCC1	-4%	-4	0%	nt	36	-8%	2%	0%	nt	1%	3%
CCCC[n+]1ccn(C2=C([O-])c3ccccc3C(=O)/C2=N\S(=O)(=O)c2ccc(Cl)cc2)c1	-2%	25	8%	-1%	-9	nt	-1%	5%	-4%	?	1%
O=C(O)/C=C/C(=O)Nc1cccc(C(F)(F)F)c1	-3%	2	7%	-2%	2	-3%	-3%	1%	-2%	1%	1%
Cc1nn(-c2ccccc2)c(C)c1NC(=O)COc1ccc(F)cc1Cl	0%	-4	-1%	-1%	2	-5%	6%	5%	1%	nt	-2%
O=C(NC1CCCCC1)C1CCCN1S(=O)(=O)c1ccc(Cl)cc1 (configuration not stated)	8%	-13	3%	0%	-6	0%	-2%	-3%	-1%	-8%	3%
CC(NC(=O)CN(C)Cc1cccs1)c1ccccc1 (configuration not stated)	-1%	5	0%	1%	-13	-4%	4%	5%	2%	nt	1%
C[C@H](CO)N1C[C@H](C)[C@@H](CN(C)Cc2ccc(C(=O)O)cc2)Oc2c(NS(=O)(=O)c3ccc(F)cc3)cccc2C1=O	nt	-6	3%	nt	5	nt	1%	11%	nt	nt	2%
CN(Cc1ccccc1)c1nc2c(c(=O)n(C)c(=O)n2C)n1CCCc1ccccc1	10%	1	2%	-1%	-5	-29%	-21%	-32%	-1%	1%	4%
Cc1[nH]c(=O)[nH]c(=O)c1S(=O)(=O)N1CCCC(C(=O)N2CCN(c3ccccc3Cl)CC2)C1 (configuration not stated)	5%	-3	?	2%	-2	nt	1%	12%	-2%	3%	-1%

# Random excerpt: 3 records from the list.
Structure	Mito fusion act	TSHR antagonist	BCR signal inh	PKM2 act	hERG WT inh	Menin MLL FP TR	ASM inhibitor	Eya2 phos inh	GALK inh	MBNL1 CUG block	USP2a inh
Cc1[nH]c(=O)[nH]c(=O)c1S(=O)(=O)N1CCCC(C(=O)N2CCN(c3ccccc3Cl)CC2)C1 (configuration not stated)	5%	-3	?	2%	-2	nt	1%	12%	-2%	3%	-1%
Cc1ccc(NC(=O)C2Cc3ccccc3C(=O)O2)cc1 (configuration not stated)	-2%	-7	-7%	-5%	4	15%	-1%	2%	-2%	-5%	8%
CCOc1ncccc1C(=O)OCC(=O)Nc1ccc(S(=O)(=O)N2CCOCC2)cc1	0%	-4	13%	22%	-2	54%[activator]	0%	7%	0%	6%	4%

# An excerpt; count on the stated rates, not on these rows.
